# GLP1R cytotox = cytotoxic in the GLP-1 receptor inverse agonist counter-screen; Potency, µM (highest dose often 38.3 µM), for inactives: at the highest dose activity change, negative = inhibition, actives largely listed as inhibitors; HEK293 cAMP-luciferase reporter cells, luminescence, 24 h; actives 0.13% (n = 410,000);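 also: loss of luciferase light is scored as toxicity; potency is read from the fitted curve at half-maximal effect; % is scaled to controls: 0 for no effect and ±100 for the full control effect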
#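 Quantitative HTS format, 1536 wells, 200 cells/uL seeded. Compounds: 23 nL, 24 h, 37 °C. Detection: luciferase reagent, luminescence at 12 min RT; decreased signal taken as cytotoxic.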
# IL2 activator = activates IL-2 in a cell-based reporter assay. IL-2 activation reporter assay, cell-based qHTS; stimulated with anti-CD3/CD4/CD28 beads; in transgenic mouse T cells. actives 0.065% (n = 360,000). activation, % (series mostly up to about 46 µM); in the data active = activation above about 50%; inconclusive = mostly about 30% to 49%; also: 0% is about no effect
#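 EGFP and DsRed fluorescence is measured by plate cytometry in unstimulated transgenic mouse T cells exposed to compound for 60 minutes, then stimulated 18 hours at 37 degrees C with anti-CD3/anti-CD4 beads plus anti-CD28.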
# GLP1R ag = GLP-1 receptor (human) agonism. Potency, µM (doses to about 45.6 µM), for inactives: at the top dose activation, actives largely listed as activators. HEK293 GLP-1R CRE-luciferase, luminescence, 4-6 h; cells express a hypersensitive GLP-1R form. actives 0.007% (n = 380,000). AID 624172; also: potency is read from the fitted curve at half-maximal effect; % of control where 0% means no effect
# Target sequence (P43220 whole entry, looked up): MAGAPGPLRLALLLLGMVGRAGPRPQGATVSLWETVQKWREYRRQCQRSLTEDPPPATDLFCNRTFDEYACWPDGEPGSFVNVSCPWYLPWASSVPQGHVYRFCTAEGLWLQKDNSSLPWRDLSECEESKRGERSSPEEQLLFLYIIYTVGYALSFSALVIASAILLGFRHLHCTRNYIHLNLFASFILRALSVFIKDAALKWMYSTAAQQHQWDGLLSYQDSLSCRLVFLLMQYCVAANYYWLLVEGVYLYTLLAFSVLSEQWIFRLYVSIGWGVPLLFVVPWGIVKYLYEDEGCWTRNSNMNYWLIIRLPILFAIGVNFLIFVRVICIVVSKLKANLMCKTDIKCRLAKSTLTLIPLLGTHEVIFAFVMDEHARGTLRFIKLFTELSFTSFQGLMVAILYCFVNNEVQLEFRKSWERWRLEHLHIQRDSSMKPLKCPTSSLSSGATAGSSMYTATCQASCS
# PLK1 PBD block = inhibitors of human PLK1 polo-box domain binding. P53350. Plk1 PBD binding of FITC phosphopeptide, fluorescence polarization. Potency, µM, for inactives: max response, negative = inhibition, hits mostly inhibitors. actives 2.8% (n = 360,000). AID 720504; also: potency is read from the fitted curve at half-maximal effect; series mostly up to about 57 µM; % is scaled to controls: 0 for no effect and ±100 for the full control effect; nearly all actives have a fitted effect of over 65% in size
# PI5P4Ka inh = blocks human PI5P4K alpha kinase activity; max response, %; actives 1.2% (n = 330,000); PI5P4Kalpha enzyme, ADP-Glo luminescence, 60 min; hits give low values; active = max response of -50% or lower; inconclusive = between -30% and -50%; inactive = -30% or higher; also: value at the top dose of about 77 µM; % is scaled to controls: 0 for no effect and ±100 for the full control effect
# Target sequence (P48426 whole entry, looked up): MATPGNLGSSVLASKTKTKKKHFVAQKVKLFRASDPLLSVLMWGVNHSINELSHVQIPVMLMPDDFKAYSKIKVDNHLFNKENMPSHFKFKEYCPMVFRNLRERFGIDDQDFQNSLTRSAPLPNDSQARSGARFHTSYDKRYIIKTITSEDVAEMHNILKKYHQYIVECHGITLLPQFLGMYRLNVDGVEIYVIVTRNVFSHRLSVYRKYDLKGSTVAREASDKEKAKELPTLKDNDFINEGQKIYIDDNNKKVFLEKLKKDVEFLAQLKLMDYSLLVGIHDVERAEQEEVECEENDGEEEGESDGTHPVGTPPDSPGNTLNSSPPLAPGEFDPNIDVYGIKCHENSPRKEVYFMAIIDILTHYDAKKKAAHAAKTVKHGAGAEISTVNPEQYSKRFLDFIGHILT
#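 Single end-point luminescence (ADP-Glo) quantified ADP from PI5P4Kalpha turnover; ATP 5 microM final, 1 h at RT, 0.1% CHAPS and 0.28 mM EGTA in HEPES pH 7.4.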
# WRN helicase inh = WRN helicase (human) inhibition; AID 651768; Potency, µM (top dose mostly 114 µM), for inactives: at the top dose activity change, negative = inhibition, usual class: inhibitors; WRN helicase unwinding, fluorescent forked duplex, kinetic; actives 0.46% (n = 360,000); also: potency is read from the fitted curve at half-maximal effect; % is scaled to controls: 0 for no effect and ±100 for the full control effect; nearly all actives have a fitted effect of over 55% in size
#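 Primary qHTS, 1536-well format. 20 nM WRN + compound, 15 min RT; start with 100 nM forked fluorophore/quencher duplex, 2 mM ATP (final); kinetic read ex 525/em 598 nm.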
# GLP1R inv ag = acts as inverse agonist at human GLP-1 receptor; P43220; HEK293 GLP-1R CRE-luciferase, luminescence, 24 h; GLP-1R form is constitutively active; Potency, µM (top dose mostly 38.3 µM), for the others: at the highest dose activity change, negative = inhibition, actives largely listed as inhibitors; actives 1.6% (n = 410,000); AID 624417; also: potency is read from the fitted curve at half-maximal effect; % is scaled to controls: 0 for no effect and ±100 for the full control effect; nearly all actives have a fitted effect of over 55% in size
#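 Luminescence readout: a drop in cAMP-driven luciferase signal flags inverse agonism at a constitutively active GLP-1R stably expressed in HEK293. Compound exposure lasted 24 hr at 37 deg C, 5% CO2.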
# DRD3 antagonist = D3 dopamine receptor (human) antagonism | P35462 | D3R cells, DiscoveRx beta-arrestin luminescence, antagonist mode; hits give low values | max response, negative = inhibition, % | actives 2.5% (n = 360,000); in the data active = max response below about -50%; inconclusive = no clear call, values can overlap the other calls; also: % is scaled to controls: 0 for no effect and ±100 for the full control effect; mostly tested at two doses, the higher about 12 µM
#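 Cells expressing the human receptor were seeded at 1500 cells/well, incubated overnight at 37 degrees C in 5% CO2, then exposed to library compounds with dopamine controls for 90 minutes at 37 degrees C before luminescent detection.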
# DRD3 agonist = agonists of human D3 dopamine receptor; D3R DiscoveRx beta-arrestin cells, luminescence, 90 min; max activation, %; actives 0.58% (n = 410,000); AID 652048; in the data active = max activation above about 30%; also: 0% is about no effect; mostly tested at two doses, the higher about 12 µM
#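 Agonist-mode cell screen: cells plated at 1500/well and incubated overnight at 37 °C, then exposed to library compounds for 90 min at 37 °C. Detection reagent was added for 30–60 min at room temperature, and luminescence was read.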
# The depositor's hits bear a star; ? = inconclusive; . = no result given; [ ] = another dose, or the depositor's remark. Unless noted, calls follow the shape of the dose curve; as a rule, active = well fitted curve in the direction sought with a large enough effect; inconclusive = small, poorly fitted or top-dose-only effect, or another doubt; inactive = no such curve, though single readings can be large; an effect the other way counts as inactive or inconclusive. Rows were taken by chance; any-hit rate near 7.8%.
SMILES,GLP1R cytotox,IL2 activator,GLP1R ag,PLK1 PBD block,PI5P4Ka inh,WRN helicase inh,GLP1R inv ag,DRD3 antagonist,DRD3 agonist
O=C(c1ccc(Cl)cc1)N(c1ccccn1)C1CCCCC1,4%,-3.8,3%,-12%,-5,1%,-31%,-19,0
COc1ccc(C2/C(=C(\O)c3ccc4c(c3)OCCO4)C(=O)C(=O)N2CCCN(C)C)cc1 (stereo not drawn),-5%,-2.9,-8%,-3%,4,6%,37%[activator],11,1
CCCc1nc2c(c(=O)c3ccccc3n2C)c(=O)n1-c1cc(C)cc(C)c1,-1%,0.0,8%,-2%,2,-8%,-9%,5,6
Cc1c(C(=O)NCc2cccnc2)oc2ccc(S(=O)(=O)N3CC(C)CC(C)C3)cc12 (stereo not drawn),17%,-3.0,-2%,-20%,1,-1%,-30%,-16,0
CCNc1nc(NCC)nc(SCCOC(=O)Nc2ccc(Cl)cc2Cl)n1,-14%,-2.5,3%,2%,19,-1%,?,27,1
CC(CCc1ccco1)NC(=O)Nc1cccc(F)c1 (stereo not drawn),1%,-1.8,13%,-13%,.,5%,?,-16,-21
Cc1cccc(NC(=O)CCN2CCN(C)CC2)c1,-6%,2.5,-10%,?,-5,0%,2%,11,-4
CC1(c2ccc3ccccc3c2)NC(=O)N(CC(=O)N2CCN(c3ccccc3O)CC2)C1=O (stereo not drawn),1%,-1.1,1%,-15%,3,-23%,11µM*,0,-2
Cc1ccc(N)cc1S(=O)(=O)N(C)C,-1%,-0.9,5%,-8%,-3,-13%,-1%,3,-2
CC(NC(=O)C1CC=CCC1C(=O)O)C1CC2CCC1C2 (stereo not drawn),-4%,-1.7,-10%,-11%,0,-3%,-1%,7,-6
O=C(/C=C/c1ccco1)NC(=S)Nc1ccccc1O,?,-1.0,5%,-29%,-17,-8%[11.6 µM],-33%,-2,-9
COc1ccc(NS(=O)(=O)c2cc(NC(=O)c3cc(F)c(F)cc3Cl)ccc2N2CCOCC2)cc1,-4%,-0.1,-1%,-10%,0,2%,-9%,-6,-8
CC(=O)c1cccc(NC(=O)Cn2cnc(S(=O)(=O)N3CCCC3)c2)c1,-7%,-2.7,-3%,4%,-1,0%,-10%,-13,0
CCS(=O)(=O)N1CCC(C(=O)Oc2ccc(Br)cc2)CC1,1%,-3.9,1%,-26%,1,8%,14%,-11,2
O=C(Nc1cccc(C(=O)NC2CC2)c1)c1ccc(F)c(S(=O)(=O)N2CCOCC2)c1,0%,-0.5,16%,-3%,-1,-14%,13%,0,-1
Nc1cc(S(=O)(=O)Nc2cc(Cl)ccc2Cl)ccc1N1CCOCC1,10%,-3.2,4%,1.9µM*,?,-35%,-21%,0,-7
CCOc1ccc(Cl)cc1CSc1ncn[nH]1,-4%,-0.3,9%,-9%,7,-5%,?,3,-3
CN1CCN(CCCNC(=O)Cn2ncc3c4ccccc4n(C)c3c2=O)CC1,-12%,1.1,-8%,2%,-3,4%,10%,-1,0
CC1(C(=O)O)C=CCN1C(=O)c1ccccc1 (stereo not drawn),6%,0.1,1%,-2%,2,2%,1%,14,11
O=C(NCC[C@@H]1CC[C@@H](NS(=O)(=O)c2ccccc2)[C@@H](CO)O1)c1cc(Cl)cc(Cl)c1,-17%,0.3,.,-7%,0,0%,-20%,3,3
Cc1ccsc1CN(C)CC(=O)N(C)CC(=O)Nc1c(Cl)cccc1Cl,-19%,-1.9,9%,-5%,-10,1%,-27%,16,2
O=C(N/N=C/c1cc(Br)ccc1O)c1cccc(N2CCCC2=O)c1,-2%,0.1,7%,10%,-10,-28%,?,8,3
Cc1ccc(S(=O)(=O)NC2c3cccc4cccc(c34)C2Sc2nc(C)cc(C)n2)cc1 (stereo not drawn),16%,-3.3,2%,-2%,6,-3%,7.1µM*,18,3
CN1CCN(c2ccccc2NC(=O)COc2ccc(C3CCCCC3)cc2)CC1,-10%,-0.2,-2%,0%,-3,-12%,-11%,6,-2

# 3 entries from above, field by field.
Structure: CCOc1ccc(Cl)cc1CSc1ncn[nH]1
  GLP1R cytotox: -4% | IL2 activator: -0.3 | GLP1R ag: 9% | PLK1 PBD block: -9% | PI5P4Ka inh: 7 | WRN helicase inh: -5% | GLP1R inv ag: ? | DRD3 antagonist: 3 | DRD3 agonist: -3
Structure: O=C(NCC[C@@H]1CC[C@@H](NS(=O)(=O)c2ccccc2)[C@@H](CO)O1)c1cc(Cl)cc(Cl)c1
  GLP1R cytotox: -17% | IL2 activator: 0.3 | GLP1R ag: . | PLK1 PBD block: -7% | PI5P4Ka inh: 0 | WRN helicase inh: 0% | GLP1R inv ag: -20% | DRD3 antagonist: 3 | DRD3 agonist: 3
Structure: CC1(C(=O)O)C=CCN1C(=O)c1ccccc1 (stereo not drawn)
  GLP1R cytotox: 6% | IL2 activator: 0.1 | GLP1R ag: 1% | PLK1 PBD block: -2% | PI5P4Ka inh: 2 | WRN helicase inh: 2% | GLP1R inv ag: 1% | DRD3 antagonist: 14 | DRD3 agonist: 11

# New compounds follow.
SMILES,GLP1R cytotox,IL2 activator,GLP1R ag,PLK1 PBD block,PI5P4Ka inh,WRN helicase inh,GLP1R inv ag,DRD3 antagonist,DRD3 agonist
CCS(=O)(=O)N1CCC(C(=O)NC2CCCCCCC2)CC1,10%,0.4,11%,1%,.,-12%,0%,2,-1
CCC1=NN(C(=O)c2ccccc2[N+](=O)[O-])C(O)(c2ccccc2)C1 (stereo not drawn),?,-2.4,0%,2%,0,1%,?,1,5
CCOC(=O)C(C)Sc1nnc(Cn2c(=O)sc3ccccc32)n1-c1ccccc1 (stereo not drawn),-8%,-2.8,9%,?,-10,-3%,-26%,0,-6
CCCCOc1nc2ccccc2nc1NS(=O)(=O)c1ccc(F)cc1,-3%,0.0,-3%,-7%,1,-1%,?,-30,-4
Cn1c(SCc2cc(=O)[nH]c3ccccc23)nnc1-c1ccc(Br)cc1,-17%,0.8,-3%,-4%,2,5%,-18%,11,1
O=C1NC(=O)/C(=C\c2ccc(O)cc2O)S1,-11%,-2.6,-1%,-26%,-92*,35µM*,24%,6,2
COc1ccc(C(=O)C2CCCN(S(=O)(=O)c3ccc(C(C)=O)cc3)C2)c(C)c1 (stereo not drawn),-3%,-4.1,-3%,?,5,-3%,?,9,4
CNC(=O)c1c(O)c2cccc3c2n(c1=O)CCC3,?,-0.2,4%,-16%,6,?,1.8µM*,-16,0
Cc1ccc(-c2cc3onc(-c4ccccc4)c3c(=O)n2C)cc1,3%,-0.7,-2%,-2%,-5,-8%,?,34,-1
CC1=CC2=NC(=O)/C(=C\c3cccn3CCOc3cc(C)cc(C)c3)C(=N)N2O1,?,0.5,0%,0%,5,-3%,?,2,3
CCCCN1C(=O)C(CC(=O)NCC)SC1=Nc1ccccc1 (stereo not drawn),4%,-1.8,10%,-7%,-3,-6%,-20%,12,-1
CCCCOC(=O)CN1C(=O)c2ccc(C(=O)OCCCC)cc2C1=O,-3%,0.5,-7%,-1%,19,-8%,-21%,24,3
CC1Oc2ccccc2N(CC(=O)N2CCCCCC2)C1=O (stereo not drawn),-2%,-0.3,11%,-9%,0,-2%,-1%,-28,-2
O=C(NCc1ccc(F)cc1)c1cc(S(=O)(=O)N2CCCCC2)ccc1N1CCOCC1,-3%,-0.2,-2%,11%,5,-3%,?,17,3
CCS(=O)(=O)N1CCCC(C(=O)N2CCc3ccccc3C2)C1 (stereo not drawn),6%,-5.7,4%,-7%,4,-34%,0%,23,-16
CCn1cc(S(=O)(=O)CC(=O)Nc2ccc(OC)cc2)c2ccccc21,-5%,-0.7,-2%,-5%,0,-4%,-5%,-6,-1
CS(=O)(=O)c1ccccc1-c1nc(-c2ccc([N+](=O)[O-])cc2)no1,7%[7.66 µM],2.1,8%,-8%,-2,-1%,13%[7.66 µM],8,3
COC(=O)c1cc(S(=O)(=O)Nc2ccsc2C(=O)OC)oc1C,-7%,-0.1,9%,-4%,2,-8%,-7%,7,2
C=C(C)C(=O)Nc1cccc(C2=NOC3(C2)C[C@@H](C(N)=O)N(C(=O)c2cc([N+](=O)[O-])cc([N+](=O)[O-])c2C)C3)c1 (stereo partly drawn),3%,-2.9,-2%,?,-4,?,18%,6,10
Cc1ccccc1OCC(=O)N/N=C/c1cn(C)c2ccccc12,-5%,-5.0,10%,0%,8,0%,?,12,10
CCOC(=O)c1ccccc1Cc1nc2ccccc2c(=O)[nH]1,6%,-0.7,15%,-2%,-5,-20%[57.1 µM],6%,-5,-1
CN1CCN(C(=O)c2cn(-c3ccccc3)nc2-c2cccs2)CC1,-9%,-5.0,4%,-1%,0,13%,-24%,2,0
COc1ccc(-c2c(C#N)c(N)nc3c2c(=O)n(C)c(=O)n3C)cc1Cl,5%,-0.1,7%,-10%,1,-5%,33%[activator],-30,0
O=c1c2ccccc2ncn1Cc1cccc2ccccc12,13%,-0.4,-3%,7%,4,-1%,-3%,-28,2
CC1CCCN(C(=O)COc2ccc3c(c2)OCO3)C1 (stereo not drawn),-5%,-2.6,-2%,-12%,-3,10%,33%,2,1
COc1ccc(Cn2c(=S)[nH]c3ccsc3c2=O)cc1,4%,-4.8,15%,-10%,2,-2%,11%,-10,18
Nc1cc(C(=O)c2ccccc2)ccc1N1CCOCC1,0%,-1.3,22%,-9%,4,2%,61%[activator],-27,-3
CCN(C[C@H]1N[C@@](CC)(C(=O)OC)[C@H]2C(=O)N(C)C(=O)[C@@H]12)C(=O)Nc1ccc(C(F)(F)F)cc1,4%,0.1,-1%,-4%,0,9%,13%,0,3
NC(=O)C1(N2CCCCC2)CCN(C(=O)NC2CCCCC2)CC1,-2%,-0.5,6%,-2%,-7,7%,1%,0,5
COc1cccc(CNC(=O)CN2C(=O)COc3ccc(S(=O)(=O)N4CCCC4)cc32)c1,-11%,-3.8,1%,-9%,-12,2%,-24%,11,-12
C[C@@H]1CN([C@H](C)CO)C(=O)CCCn2nncc2CO[C@@H]1CN(C)S(=O)(=O)c1cccc(C#N)c1,5%,-1.6,14%,-12%,6,10%,2%,-18,3

# Bioassay records deposited in PubChem by National Center for Advancing Translational Sciences (NCATS).
